Glioma ERSR ind = inducers of ER stress response in human glioma cells; U87-MG GRP78 promoter luciferase reporter, 16 h; Potency, µM, inactives show at the highest dose activation, hits mostly activators; actives 0.02% (n = 420,000); active = well fitted activation curve with a large enough effect; inconclusive = small, poorly fitted or top-dose-only effect; inactive = no such curve, though single readings can be large or run the other way; also: series mostly up to about 76 µM; % of control where 0% means no effect; nearly all actives have a fitted effect of over 35% in size
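Stably transfected U87-MG glioma cells carrying a GRP78-based luciferase sensor; 16 h compound incubation. Luminescence end-point read 10 min after Bright-Glo addition at room temperature.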
The depositor's hits bear a star; ? = inconclusive; & = joins results of further samples. Potency is read from the fitted curve at half-maximal effect.

Preview (two entries):
SMILES | Glioma ERSR ind
CCCN(CCC)C(=O)C(CCC(=O)OCCCN1CCN(CCOC(=O)Cc2c(C)n(C(=O)c3ccc(Cl)cc3)c3ccc(OC)cc23)CC1)NC(=O)c1ccccc1 (stereo not drawn) | -4%
COc1cc(=O)n2c(c1C(=O)NCc1ccco1)CCN(Cc1ccc(F)cc1Cl)CC2 | -4%

Main list, from the start:
SMILES | Glioma ERSR ind
CCCN(CCC)C(=O)C(CCC(=O)OCCCN1CCN(CCOC(=O)Cc2c(C)n(C(=O)c3ccc(Cl)cc3)c3ccc(OC)cc23)CC1)NC(=O)c1ccccc1 (stereo not drawn) | -4%
COc1cc(=O)n2c(c1C(=O)NCc1ccco1)CCN(Cc1ccc(F)cc1Cl)CC2 | -4%
CC(C)C[C@H](NC(=O)[C@@H](Cc1c[nH]c2ccccc12)NC(=O)[C@@H](Cc1ccc(O)cc1)NC(=O)[C@@H](CO)NC(=O)[C@@H](Cc1c[nH]c2ccccc12)NC(=O)C(Cc1cnc[nH]1)NC(=O)C1CCC(=O)N1)C(=O)N[C@@H](CCCN=C(N)N)C(=O)N1CCC[C@@H]1C(=O)NCC(N)=O (stereo partly drawn) | -3%
CCN(CC)CCNC(=O)c1cnn(-c2nccc(-c3cc4ccccc4o3)n2)c1C | -3%
O=C(O)c1nc2cc(Cl)c(Cl)cc2[nH]c1=O | 7%
CCOC(=O)C1=CC2(CC)CCCN3CCc4c(n1c1ccccc41)C32 (stereo not drawn) | -3%
CCCCCCCC/C=C/CCCCCCCCOP(=O)([O-])OCC[N+](C)(C)C | -3%
CCCCC/C=C\C\C=C/C=C/C=C/[C@@H](SC[C@H](NC(=O)CC[C@H](N)C(=O)O)C(=O)NCC(=O)O)[C@@H](O)CCCC(=O)O | -4%
COc1ccc(NC(=O)N2CCC3(CC2)CCN(S(=O)(=O)c2ccccc2)CC3)cc1 | -2%
COc1ccc(C(=O)N2CCC3(CCCN(c4ccccn4)C3)CC2)cc1 | -4%
CC(=O)OC1CC2C(C)(C)C(O)CC(O)[C@@]2(C)C2CC[C@@]3(C)C(=CC(=O)OC3c3ccoc3)[C@]12C (stereo partly drawn) | ?
Cc1noc(C)c1-c1nc(N2CCN(C)CC2)c2ccccc2n1 | -3%
CC(C)c1nc(C(=O)N2CCOc3ccc(CN4CCN(c5ccccn5)CC4)cc3C2)cs1 | 0%
c1nc(NC2CCNCC2)c2cc(-c3ccoc3)ccc2n1 | -4%
N#Cc1cccc(-c2cc(NCc3ccccc3)ncn2)c1 | 3%
CCC[C@H](NC(C)=O)C(=O)N[C@H]1CC(=O)ONCCCC[C@@H](C(N)=O)NC(=O)[C@H](Cc2c[nH]c3ccccc23)NC(=O)[C@H](CCCN=C(N)N)NC(=O)[C@@H](Cc2ccc3ccccc3c2)NC(=O)[C@H](Cc2cnc[nH]2)NC1=O | -5%
Cc1cc(Cl)ccc1OCC(=O)N1CCOc2ccc(CN3C[C@@H](C)O[C@@H](C)C3)cc2C1 | -3%
Cc1cc(CNC(=O)c2cnn(-c3nccc(-c4cc(C)sc4C)n3)c2C2CC2)on1 | 7%
COc1ccc(CNc2ccnc(-c3ccccc3C(F)(F)F)n2)c(OC)c1 | -4%
O=C1O[C@@H]([C@@H](O)CO)[C@@H](O)[C@H]1O | -3%&-2%
COCCn1c(=O)c(-c2cc(F)cc(F)c2)nc2cncnc21 | -2%
C[C@@H]1CC2C3CCC4=CC(=O)C=C[C@]4(C)[C@@]3(F)[C@@H](O)C[C@]2(C)[C@@]1(O)C(=O)COC(=O)c1cccc(S(=O)(=O)O)c1 (stereo partly drawn) | -2%
CCN1CCC(N[C@H]2C[C@@H](C(=O)NC)N(Cc3cccc4ccccc34)C2)CC1 | -4%
COc1ccc(OC)c(CN2CCCC(c3nc(C)ncc3-c3ccc(F)cc3)C2)c1 (stereo not drawn) | -5%
C#CCCCO/N=C1/C[C@@H](O)[C@@H](O)[C@@H]2[C@@H]3C(=O)N(C4CCCCC4)C(=O)[C@H]3CC[C@@H]12 | -2%

Some of the entries so far, with values ahead of the structure:
Glioma ERSR ind	SMILES
7%	Cc1cc(CNC(=O)c2cnn(-c3nccc(-c4cc(C)sc4C)n3)c2C2CC2)on1
-4%	COc1ccc(CNc2ccnc(-c3ccccc3C(F)(F)F)n2)c(OC)c1
-3%&-2%	O=C1O[C@@H]([C@@H](O)CO)[C@@H](O)[C@H]1O
-2%	COCCn1c(=O)c(-c2cc(F)cc(F)c2)nc2cncnc21

Next section
SMILES | Glioma ERSR ind
CC#CCOC(=O)C1=CCCN(C)C1 | -5%&-1%
Cc1ccc2c(CC(=O)N3CCOc4ccc(CN5CCOCC5)cc4C3)cc(=O)oc2c1 | -4%
CC[C@@H](C)[C@H]1O[C@]2(CC[C@@H]1C)C[C@@H]1C[C@H](C/C=C(/C)[C@H](O[C@@H]3C[C@H](OC)[C@H](O[C@@H]4C[C@H](OC)[C@@H](O)[C@H](C)O4)[C@H](C)O3)[C@@H](C)/C=C\C=C3CO[C@@H]4[C@H](O)C(C)=C[C@@H](C(=O)O1)[C@]34O)O2 (tested in a mixture with another compound) | -7%
C[C@H](N)CCP(=O)(O)O | -3%
COc1ccc(O)c(CN2CCOc3c(cc(-c4cccc(OC)n4)cc3OC)C2)c1 | -4%
COCC(=O)Nc1cc(C(=O)N2CCN(c3ccc(Cl)cn3)CC2)c2c(c1)nc(C1CCC1)n2C | -3%
CC(N)(Cc1ccc(O)cc1)C(=O)O (stereo not drawn) | -1%
CC(=O)N1CCC2(CCCN(Cc3nccs3)C2)CC1 | -3%
O=C(N/N=C\c1ccccc1O)c1ccccc1O | -6%
c1cncc(-c2ccc3ncnc(NCCN4CCOCC4)c3c2)c1 | 0%
COCC1CCCN(Cc2ccc3c(c2)CN(C(=O)c2ccnn2C)CCO3)C1 (stereo not drawn) | -2%
CC(=O)OCC1OC(c2ccc3c(c2)OCO3)C=CC1OC(C)=O (stereo not drawn) | 0%
NC(=O)c1cc[n+](CC2=C(C(=O)[O-])N3C(=O)[C@@H](NC(=O)Cc4cccs4)[C@@H]3SC2)cc1 | -4%
O=C(Nc1ccc(O)cc1)c1ccccc1O | 1%
CN1C[C@@H]2C[C@H]1CN2c1cc2c(cc1F)c(=O)c(C(=O)O)cn2C1CC1 | -2%
O=C1C=C(CO)OCC1=O | -4%
COc1ncc2ncc(=O)n(C[C@H]3CCCO3)c2n1 | -3%
CC(C)c1ncc([N+](=O)[O-])n1C | -1%
COc1ccccc1-c1cc(N(C)Cc2ccco2)ncn1 | -5%
O=C(c1ccncc1)N1CCC2(CC1)CN(c1cccc(-c3ccccc3)c1)C2 | -2%
CN(CCO)C(=O)c1cn(C2CCCN(Cc3ccc4ccccc4c3)C2)nn1 (stereo not drawn) | -5%
O=c1cc(-c2ccccc2O)oc2c(O)c(O)ccc12 | 0%
CC1(C)CCC(NC(=O)[C@@H](N)CCC(=O)O)CC1 | -4%&-5%
CN1CCC2(CC1)CCN(C(=O)c1ccncc1)CC2 | -3%
CCCCC(=O)OCC(=O)[C@H]1[C@H](C)C[C@@H]2[C@@H]3C[C@@H](F)C4=CC(=O)C=C[C@]4(C)[C@@]3(F)[C@@H](O)C[C@@]21C | -1%

As entered above:
Glioma ERSR ind with O=C(c1ccncc1)N1CCC2(CC1)CN(c1cccc(-c3ccccc3)c1)C2 = -2%
Glioma ERSR ind with CC1(C)CCC(NC(=O)[C@@H](N)CCC(=O)O)CC1 = -4%&-5%
Glioma ERSR ind with O=C1C=C(CO)OCC1=O = -4%
Glioma ERSR ind with COc1ncc2ncc(=O)n(C[C@H]3CCCO3)c2n1 = -3%
Glioma ERSR ind with CN1CCC2(CC1)CCN(C(=O)c1ccncc1)CC2 = -3%
Glioma ERSR ind with CC(C)c1ncc([N+](=O)[O-])n1C = -1%

(further entries)
SMILES | Glioma ERSR ind
CC(=O)Nc1ccccc1-c1nc(CNC(=O)c2ccc(F)c(F)c2)c(C)o1 | -5%
CCOC(=O)C1=C(C(=O)OCC)C(C(=O)OCC)N(S(=O)(=O)C(F)(F)F)c2ccccc21 (stereo not drawn) | -2%
c1ccc(Nc2cc(-c3ccoc3)ncn2)cc1 | -2%
NC(=O)Cc1cccc(C(=O)c2ccccc2)c1N | -2%
ClC(Cl)Cl | -3%
O=C(c1cc(C(F)(F)F)cc(C(F)(F)F)c1)N1CCC[C@@]2(CCN(Cc3ccccc3)C2)C1 | -2%
CSCC[C@H](NC(=O)[C@H](CC(C)C)NC(=O)CNC(=O)[C@H](Cc1ccc(O)cc1)NC(=O)[C@H](Cc1ccccc1)NC(=O)[C@H](CCC(N)=O)NC(=O)[C@H](CCC(N)=O)NC(=O)[C@@H]1CCCN1C(=O)[C@H](CCCCN)NC(=O)[C@@H]1CCCN1C(=O)[C@@H](N)CCCN=C(N)N)C(N)=O | 5%
Cc1noc(C)c1CC(=O)NCC1Cc2cc(-c3cccc(OC(F)(F)F)c3)ccc2O1 (stereo not drawn) | -2%
CCNc1ncc2nc(-c3ccc(F)cc3)c(=O)n(CCC#N)c2n1 | 0%
OC[C@H]1O[C@@](CO)(O[C@H]2O[C@H](CO)[C@@H](O)[C@H](O)[C@H]2O)[C@@H](O)[C@@H]1O | -4%
NC(CCC(=O)NCS(=O)(=O)O)C(=O)O (stereo not drawn) | -3%
CC(C)[C@H](O)C1=CCCCC1=O | 0%
C[C@H](NC[C@H](O)CP(=O)(O)CC1CCCCC1)c1ccc(Cl)c(Cl)c1 | -3%&-1%
CC(C)CC(NC(=O)CN)C(=O)NC(Cc1ccccc1)C(=O)O (stereo not drawn) | -5%
COCC(=O)N1CCC2(CC1)CCN(c1ccccn1)CC2 | -5%
Nc1c(N=Nc2ccc(-c3ccc(N=Nc4cc(S(=O)(=O)O)c5ccccc5c4N)cc3)cc2)cc(S(=O)(=O)O)c2ccccc12 | -6%&-6%
CCCCC(C)(O)C/C=C/[C@H]1[C@H](O)CC(=O)[C@@H]1CCCCCCC(=O)O (stereo partly drawn) | -3%
CC(=O)OCC1=C(C(=O)O)N2C(=O)[C@@H](NC(=O)Cc3cccs3)[C@@H]2SC1 | -6%
CC(C)C[C@@H](NC(=O)[C@@H](Cc1ccccc1)NC(=O)c1cnccn1)B(O)O | 2%
O=C(N/N=C1/C[C@@H](O)[C@@H](O)[C@@H]2[C@@H]3C(=O)N(C4CCCCC4)C(=O)[C@H]3CC[C@H]12)OCc1ccccc1 | -3%
CC(=O)OCC(CO)OC(C)=O (stereo not drawn) (tested in a mixture with another compound) | -1%
Cc1ncc2c(c1CNC(=O)c1ccc3c(c1)OCO3)CCN(C(=O)/C=C/c1ccccc1Cl)C2 | 2%
CCCC[C@H](NC(=O)[C@H](CC(C)C)NC(=O)CNC(=O)[C@@H](NC(=O)[C@H](Cc1ccccc1)NC(=O)[C@H](CO)NC(=O)[C@@H](N)CC(=O)O)C(C)C)C(N)=O | -5%
Nc1ncnc2c1nc(Br)n2C1OC(CO)C(O)C1O (stereo not drawn) | -1%
Nc1ccn(C2CO[C@H](CO)O2)c(=O)n1 (stereo partly drawn) | 4%

Random excerpt: 3 compounds from above
SMILES | Glioma ERSR ind
CCCC[C@H](NC(=O)[C@H](CC(C)C)NC(=O)CNC(=O)[C@@H](NC(=O)[C@H](Cc1ccccc1)NC(=O)[C@H](CO)NC(=O)[C@@H](N)CC(=O)O)C(C)C)C(N)=O | -5%
CSCC[C@H](NC(=O)[C@H](CC(C)C)NC(=O)CNC(=O)[C@H](Cc1ccc(O)cc1)NC(=O)[C@H](Cc1ccccc1)NC(=O)[C@H](CCC(N)=O)NC(=O)[C@H](CCC(N)=O)NC(=O)[C@@H]1CCCN1C(=O)[C@H](CCCCN)NC(=O)[C@@H]1CCCN1C(=O)[C@@H](N)CCCN=C(N)N)C(N)=O | 5%
c1ccc(Nc2cc(-c3ccoc3)ncn2)cc1 | -2%

Carrying on.
SMILES | Glioma ERSR ind
C[C@@H]1C=CCC(=O)OC[C@H](C)C(=O)OC[C@H]2O[C@H]1C=C[C@@H]2O | -3%
N[C@H](C(=O)O)c1cc(O)cc(O)c1 | -2%&-4%&-3%&1%
Cc1ccccc1-c1cncnc1NCc1cccnc1 | -6%
CCOC(=O)C1=C(C)NC(c2ccccc2)=C(C(=O)OCc2ccc([N+](=O)[O-])cc2)[C@@H]1C#Cc1ccccc1 | -3%
O=c1cnc2cnc(Oc3ccccc3)nc2n1C[C@H]1CCCO1 | -4%
CC(O)(COc1ccccc1)c1ccc2c(c1)CN(Cc1cccnc1)CCO2 (stereo not drawn) | -4%
O=C(c1cccc(F)c1)N1CCC2(CC1)CCN(c1ccccc1)CC2 | -5%
CCCc1c2oc(C(=O)O)cc(=O)c2cc2c(=O)cc(C(=O)O)n(CC)c12 | -3%
CO[C@H]1COC(=O)C/C=C\[C@H](C)[C@@H](OC)COC(=O)[C@H](Cc2ccccc2)NC(=O)C/C=C\[C@@H]1C | -6%
Cn1cc(-c2nc3cnc(N4CCNCC4)nc3n(-c3ccccc3)c2=O)c2ccccc21 | -5%
CC1CCC(O)C/C1=C\C=C1/CCCC2(C)C1CCC2C(C)/C=C/C(C)C(C)C (stereo not drawn) | -5%&6%
CC(C)C[C@H](NC(=O)[C@H](CO)NC(=O)[C@H](C)NC(=O)[C@H](CCCN=C(N)N)NC(=O)[C@H](CCCN=C(N)N)NC(=O)[C@@H](N)CC(C)C)C(=O)NCC(=O)O | -6%
OC[C@@H]1OC(O)[C@H](O)[C@H](O)[C@H]1O (stereo partly drawn) | 2%
COc1ccc(-c2cc(=O)c3c(O)cc(O)c(-c4cc(-c5cc(=O)c6c(O)cc(OC)cc6o5)ccc4OC)c3o2)cc1 | 1%
O=c1c(-c2cc(F)cc(F)c2)nc2cncnc2n1C1CC1 | -4%
COC(=O)NC(CC(C)=O)c1ccc(F)cc1 (stereo not drawn) | -6%
C/C(CCC(=O)OC[C@@H]1O[C@H](C#Cc2ccccc2)C=C[C@@H]1Oc1ccc(C)cc1)=N/O[C@@H](C)c1cc(-c2c(C)cc(C)cc2C)no1 | -3%
COCc1c(C(=O)N2CCN(C3CCCC3)CC2)cnn1-c1nccc(-c2cc(C)sc2C)n1 | -2%
CN(CC(=O)N1CCOCC1)Cc1c(Cl)cccc1NC(=O)c1ccccc1 | -4%

These rows are one share of the data; count on the stated rates, not on these rows.
